# Bioassay records deposited in PubChem by several laboratories.
# NOD2-RIPK2 inh: inhibitors of human NOD2-RIPK2 interaction; O43353; CHO BLA complementation NOD2-RIPK2, CCF4 ratio; inhibition, % at 4.98 µM; 360,000 compounds, 0.38% hits; AID 624267; in the data active means inhibition above about 21%;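 further: 0% = vehicle only and 100% = reference blocker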
# TROY NFkB inh: inhibitors of TROY-dependent NF-kB signaling | AID 1347056 | 360,000 compounds, 0.98% hits | Q293 LMP1-TROYcd NF-kB luciferase reporter, 4 h | inhibition, % at 10 µM;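 active means compounds whose plate-normalised and pattern-corrected inhibition of the luciferase reporter signal at the single screening dose is 50% or more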
# SRC3 inh: inhibits human SRC3 coactivator; HEK293 GAL4-SRC3 luciferase reporter, luminescence; inhibition, % at 3.6 µM; 360,000 compounds, 0.17% hits; AID 588352;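 active means inhibition above a per-campaign cutoff, the mean of all compounds plus 3 SD, cut at about 60% in these data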;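 further: 0% = DMSO-treated cells and 100% = gossypol-treated cells at 36 µM; higher means less SRC3-driven luciferase light from the GAL4 reporter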
# Target sequence (Q9Y6Q9 whole entry, looked up, the tested form may be a part): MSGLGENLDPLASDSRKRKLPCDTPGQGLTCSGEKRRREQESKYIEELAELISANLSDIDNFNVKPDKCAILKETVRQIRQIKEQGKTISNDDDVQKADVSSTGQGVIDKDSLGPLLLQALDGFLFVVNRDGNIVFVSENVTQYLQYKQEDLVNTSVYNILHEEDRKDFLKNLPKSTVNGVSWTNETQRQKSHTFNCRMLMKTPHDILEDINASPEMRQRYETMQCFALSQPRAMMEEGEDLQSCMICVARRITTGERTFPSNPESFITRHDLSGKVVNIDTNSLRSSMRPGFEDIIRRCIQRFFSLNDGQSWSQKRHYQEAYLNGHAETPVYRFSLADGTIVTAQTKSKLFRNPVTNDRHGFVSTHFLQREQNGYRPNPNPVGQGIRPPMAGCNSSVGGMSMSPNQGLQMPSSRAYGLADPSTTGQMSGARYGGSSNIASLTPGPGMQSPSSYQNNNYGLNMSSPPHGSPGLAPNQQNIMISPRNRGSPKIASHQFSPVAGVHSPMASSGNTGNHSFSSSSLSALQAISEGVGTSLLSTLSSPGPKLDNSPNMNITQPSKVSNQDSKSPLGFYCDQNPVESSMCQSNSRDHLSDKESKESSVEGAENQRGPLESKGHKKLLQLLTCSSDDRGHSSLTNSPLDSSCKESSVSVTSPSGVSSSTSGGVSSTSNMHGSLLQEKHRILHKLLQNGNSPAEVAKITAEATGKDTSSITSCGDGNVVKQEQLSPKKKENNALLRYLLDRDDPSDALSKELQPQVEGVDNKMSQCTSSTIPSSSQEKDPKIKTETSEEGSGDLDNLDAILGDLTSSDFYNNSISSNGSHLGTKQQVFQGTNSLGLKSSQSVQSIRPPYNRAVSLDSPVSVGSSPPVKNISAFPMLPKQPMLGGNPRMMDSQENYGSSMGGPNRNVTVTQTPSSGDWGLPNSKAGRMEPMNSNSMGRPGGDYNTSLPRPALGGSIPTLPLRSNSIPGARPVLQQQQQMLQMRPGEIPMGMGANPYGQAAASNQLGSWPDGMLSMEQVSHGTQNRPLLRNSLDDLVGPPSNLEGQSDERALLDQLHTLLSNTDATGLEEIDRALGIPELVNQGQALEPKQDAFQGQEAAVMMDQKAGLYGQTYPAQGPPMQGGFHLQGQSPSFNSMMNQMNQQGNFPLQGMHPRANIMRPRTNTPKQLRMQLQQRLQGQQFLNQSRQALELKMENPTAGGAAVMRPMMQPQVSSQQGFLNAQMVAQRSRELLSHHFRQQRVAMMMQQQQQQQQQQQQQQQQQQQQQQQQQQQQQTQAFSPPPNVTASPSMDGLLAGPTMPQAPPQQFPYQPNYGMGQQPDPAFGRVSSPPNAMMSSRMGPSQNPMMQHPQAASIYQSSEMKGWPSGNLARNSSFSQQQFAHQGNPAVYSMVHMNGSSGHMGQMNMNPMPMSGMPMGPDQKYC
# LMP1 NFkB inh: inhibitors of Epstein-Barr LMP1-induced NF-kappaB reporter; LMP1-induced NF-kappaB luciferase reporter cells, luminescence; inhibition, % at 12.5 µM; 350,000 compounds, 0.69% hits; AID 504558; in the data active means inhibition above about 41%; inconclusive means no clear call, values can overlap the other calls;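 further: 0% = neutral control wells and 100% = reference inhibitor control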
# TRAIL sens C8: sensitizes caspase-8 expressing cells to TRAIL; 360,000 compounds, 1% hits; AID 624354; inhibition (viability loss, TRAIL sensitization), % at 10 µM; NB7+C8 cells + TRAIL, ATPlite viability luminescence;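 active means compounds causing at least 50% loss of cell viability in the single-dose screen, relative to plate controls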
# COUP-TFII inh: inhibitors of human COUP-TFII (NR2F2); HEK293T NGFI-A luciferase reporter, luminescence; inhibition, % at 8.6 µM; 370,000 compounds, 0.7% hits; AID 686940;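 active means inhibition above a per-plate cutoff, mean inhibition of test wells between control levels plus 3 SD, cut at about 38% in these data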;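 further: cells cotransfected with COUP-TFII expression vector driving the NGFI-A reporter; 0% = median of COUP-TF2 test wells and 100% = reporter-only cells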
# LRH-1 inv ag: NR5A2 inverse agonism in reporter assay; inhibition, % at 3.6 µM; HEK293T StAR-luciferase reporter, LRH-1 transfected, 24 h; O00482; AID 602396; 360,000 compounds, 0.13% hits;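 active means inhibition above the mean inhibition of all tested compounds plus 3 SD, cut at about 73% in these data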;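 further: 0% = DMSO wells and 100% = reporter-only cells lacking LRH-1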
# NCOA2 inhibitor: human SRC2 (NCOA2) inhibition; Q15596; HEK293 GAL4-SRC2 luciferase reporter, luminescence; inhibition, % at 9 µM; 370,000 compounds, 0.17% hits; AID 651957;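 active means inhibition above the mean inhibition of all tested compounds plus 3 SD, set per campaign, cut at about 52% in these data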;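 further: 0% = DMSO treated cells and 100% = cells given Gossypol at 36 µM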
# Vif inh: blocks HIV Vif function; HEK293T cells, Vif self-association by quenched fluorescence, imaging, 24 h; 340,000 compounds, 0.35% hits; inhibition, % at 7.49 µM; in the data active means inhibition above about 50%, passing the limit was not always enough; inconclusive means no clear call, values can overlap the other calls; inactive means below about 31%; further: some results filed as inactive read as strong as hits
# TLR9-MyD88 inh: blocks human TLR9 binding to MyD88; Q9NR96+Q99836; CHO BLA complementation TLR9-MyD88, CCF4 FRET ratio; inhibition, % at 4.98 µM; 340,000 compounds, 0.21% hits; AID 504734;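 active means inhibition above the mean over all tested compounds plus 3 SD, cut at about 21% in these data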;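 further: 0% = DMSO only wells and 100% = clavulanate BLA inhibitor control wells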
# NCOA1 inh: inhibits human SRC1 coactivator; HEK293 GAL4-SRC1 luciferase reporter, luminescence; inhibition, % at 3.6 µM; Q15788; 360,000 compounds, 0.12% hits;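 active means inhibition above the campaign mean plus 3 SD, with each screening campaign given its own cutoff, cut at about 60% in these data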;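 further: 0% = DMSO treated cells and 100% = gossypol at 36 µM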
# Numbers without * were called inactive; u = inconclusive; x = no result given. Not all compounds are listed; the hit share may differ from the screen's.
# Below each compound – NOD2-RIPK2 inh	TROY NFkB inh	SRC3 inh	LMP1 NFkB inh	TRAIL sens C8	COUP-TFII inh	LRH-1 inv ag	NCOA2 inhibitor	Vif inh	TLR9-MyD88 inh	NCOA1 inh
> Cc1[nH]c2ccc(F)cc2c1CCN(Cc1cccnc1)C(=S)Nc1ccccc1
    -11	10	12	4	-7	0	-7	-7	7	7	6
> CCOC(=O)NC(=O)CSc1nc2ccc(OCC)cc2[nH]1
    -9	-4	15	-2	3	-11	-9	-17	14	4	-5
> Cc1cc(C(=O)OCC(=O)N(CC(C)C)c2c(N)n(Cc3ccccc3)c(=O)[nH]c2=O)c2ccccc2n1
    1	14	11	6	3	11	-11	-5	3	2	-8
> CCC(NC(=S)Nc1ccccc1)C(=O)O (centres undefined)
    -5	12	4	1	6	-10	14	5	1	-12	-17
> CCOC(=O)c1ccccc1-c1csc(NS(=O)(=O)c2ccc(Cl)cc2)n1
    7	26	15	3	-6	-15	-8	-15	0	1	-1
> O=C(CSc1ccccn1)Nc1ccc(F)c([N+](=O)[O-])c1
    -4	10	4	-1	-13	-4	2	-1	4	-1	-23
> CC(CN1CCCC1)OC(=O)c1ccc(Cl)cc1 (centres undefined)
    2	-6	12	-7	-5	2	19	-7	0	-2	6
> CCOC(=O)C1=C(CS(=O)(=O)c2ccccc2)NC(=O)NC1c1cc(OC)c(O)c(OC)c1 (centres undefined)
    -4	-15	18	0	0	2	-1	3	14	0	-11
> Cc1ccc(C(=O)c2nc(C(=O)NCCO)nc3ccccc23)cc1
    6	-22	-3	-4	-4	-10	6	-23	-7	-1	-18
> O=C(Cc1ccc(Br)cc1)OCC(=O)N1CCc2ccccc2C1
    6	-1	-11	-2	-3	-10	15	-2	-3	-217	7
> c1ccc(C2NCCc3ccccc32)cc1 (centres undefined)
    -6	3	-12	-5	1	27	-16	21	-6	-7	-20
> O=C(c1ccc(Br)cc1)N(Cc1nc2ccccc2c(=O)[nH]1)C1CCCC1
    -2	14	-16	11	2	30	-4	19	-21	-7	4
> COc1ccc(C(CCNCc2ccc(F)cc2)c2ccc(F)cc2)cc1 (centres undefined)
    -11	11	-2	-15	-2	-4	10	3	21	1	0
> Cn1c(SCC(=O)Nc2ccc(N3CCOCC3)cc2)nnc1-c1ccco1
    -2	-6	-3	10	-1	-2	56	-14	23	6	-16
> COC(=O)c1sc(NC(=O)/C=C/c2ccc(C)cc2)nc1C
    -10	-32	-3	-5	-27	4	-1	7	-2	-4	-87
> O=C(O)CCCCn1c(SCc2ccccc2Cl)nc2ccsc2c1=O
    6	15	-1	-1	10	-10	-3	12	59*	-11	-6
> CCC(=O)N1CCc2cc(S(=O)(=O)N3CCN(c4cc(Cl)ccc4C)CC3)ccc21
    18	11	20	10	25	-5	2	21	-6	1	17
> O=C(Nc1ccc(Cl)cn1)c1ccccc1F
    2	-28	-81	5	36	-59	-150	-63	11	0	-103
> CCN(CC)C(=O)Cn1c(=O)n(-c2ccccc2)c(=O)c2sccc21
    -7	7	20	-1	9	-27	-8	-6	-13	-8	2
> NC(=O)c1cccc(-c2csc(C(O)c3ccccc3)n2)c1 (centres undefined)
    1	-34	-2	x	-11	-18	-16	-29	13	x	-6
> CCOC(=O)C1CCCN(C(=O)c2cc3c(=O)n4ccccc4nc3s2)C1 (centres undefined)
    -4	1	-15	-14	-14	-17	2	-21	x	-6	-23
> Cc1cccc(NC(=O)c2c(O)c3ccccc3n(C)c2=O)c1
    -3	-51	-51	-38	12	-32	-18	-41	-6	1	-49
> O=C(CCNC(=O)Cn1cnc2ccccc2c1=O)NCC1COc2ccccc2O1 (centres undefined)
    2	9	1	-15	-6	-5	8	-15	-5	-1	2
> Cc1ccc(CSc2nnc(-c3cccnc3)n2N)cc1
    -11	14	6	-17	2	13	4	10	4	2	-3
> O=C(c1ccc(F)cc1)N1CCOC(c2nc(-c3ccc(F)cc3)no2)C1 (centres undefined)
    -7	7	-11	-11	-3	-29	-37	-16	-3	-3	-32
> CCCN=C1N/C(=C\c2ccco2)C(=O)N1c1ccccc1
    -1	44	9	-13	3	9	-20	-11	x	5	1
> OC(c1cc(-c2cccc(Cl)c2)nc2ccccc12)C1CCCCN1 (centres undefined)
    11	-19	-10	-37	67*	-3	-17	11	22	0	4
> CC(=O)n1cc(Nc2ccccc2C(=O)O)c2ccccc21
    -1	-13	-18	-10	1	10	10	-23	6	6	-17
> O=C(NCc1ccco1)C1CCN(c2ccc(S(=O)(=O)N3CCOCC3)cc2[N+](=O)[O-])CC1
    4	3	18	-1	2	8	17	27	17	-5	1
> O=C(O)CC/C(=N\NC(=O)c1ccc(F)cc1)c1ccc(Br)cc1
    -7	-22	-21	7	-4	-14	-16	-51	3	2	-27
> Cc1ccc(NC(=S)NC(=O)c2ccc(-c3ccc(Cl)cc3)o2)c(O)c1
    4	15	-5	6	-4	7	-15	-6	-3	-14	-34
> CC1=NN(C(=O)c2ccccc2Cl)C(O)(c2ccccc2)C1 (centres undefined)
    1	-1	0	-4	2	-8	-11	-22	-7	0	7
> CCOc1ccc(NC(=O)CN(C)C(=O)c2cccnc2Sc2ccccc2Cl)cc1OCC
    -1	-8	-5	4	-1	22	-12	18	14	5	-53
> CCN(CC)C(=O)C1=C(C)N(Cc2ccc(F)cc2)C(=O)C(CC(=O)NCc2cccc3ccccc23)C1 (centres undefined)
    6	-4	-30	7	11	15	-4	2	-3	3	-25
> O=C(NC(=S)N1CCOCC1)c1ccccc1Cl
    2	15	8	-1	6	-1	6	-2	-5	4	3
> CN(C)/C=C/C(=O)c1c(F)cccc1F
    -2	5	0	4	-14	16	1	15	-5	-11	7
> S=C(Nc1ccc(Cl)c(Cl)c1)NC1CCCCC1
    -7	19	-16	2	18	x	-15	x	-21	-8	-3
> CCc1nc2c(OCCn3cccc3)cccn2c1N(C)C(=O)CC(C)C
    -26	2	3	x	-5	9	0	2	-4	x	5
> Cn1cccc1C(=O)OCC(=O)NCCc1ccc(S(N)(=O)=O)cc1
    -12	8	-11	1	1	-10	2	21	1	-16	11
> CCOC(=O)C1CCCN(C(=O)c2ccc3nc(-c4ccccc4)c(-c4ccccc4)nc3c2)C1 (centres undefined)
    -10	2	-1	-12	-3	8	5	-29	-8	-8	18
> O=C(O)C1CCCCC1C(=O)N1CC=C(c2ccccc2)CC1 (centres undefined)
    8	68*	12	12	2	-9	11	38	-10	-5	10
> Cc1cc(C)nc(Sc2ccc(C=O)cc2[N+](=O)[O-])n1
    0	17	18	-4	6	-8	2	10	-2	5	2
> Cn1cc(S(=O)(=O)N2CCN(c3cccc(Cl)c3)CC2)c(=O)n(C)c1=O
    -5	-10	3	-3	-23	-5	-1	-13	10	-8	2
> C[C@H]1CN([C@@H](C)CO)C(=O)CCCn2nncc2CO[C@@H]1CN(C)C(=O)NC1CCCCC1
    5	4	6	2	-2	-11	13	-5	-3	-3	5
> O=C(NCCN1CCOCC1)c1cc2n(n1)C(C(F)(F)F)CC(c1ccc(F)cc1)N2 (centres undefined)
    -8	6	-20	3	1	4	-5	-47	x	9	-22
> CC1(c2ccc(Cl)cc2)NC(=O)N(CC(=O)Nc2cccnc2Cl)C1=O (centres undefined)
    -1	-5	-1	-7	-1	-1	-2	1	1	-13	8
> O=C1c2ccccc2C(=O)N1CC#CCN1CCN(C2CCCCC2)CC1
    -15	4	16	-4	-3	5	24	-30	u	5	-14
> COc1cc(NC(=O)c2cccs2)c(C(=O)OCC(=O)NC(C)c2ccccc2)cc1OC (centres undefined)
    -2	-15	2	13	-9	-6	15	15	-1	-3	0
> O=c1c(Cc2ccc(F)cc2)c(O)ccn1CCCn1ccnc1
    -10	-17	5	-3	1	23	-2	-7	-7	0	-28
> Cc1nc2ccc(NC(=O)c3cnc(Cl)c(Cl)c3)cc2s1
    -10	-26	-65	-7	13	-19	-16	-2	18	-6	-29

# Continuation.
# Below each compound – NOD2-RIPK2 inh	TROY NFkB inh	SRC3 inh	LMP1 NFkB inh	TRAIL sens C8	COUP-TFII inh	LRH-1 inv ag	NCOA2 inhibitor	Vif inh	TLR9-MyD88 inh	NCOA1 inh
> CC(=O)O[C@@H]1C[C@H](c2ccccc2)OC(=O)CCCCC1=O
    -6	2	x	x	8	-3	-5	8	x	x	x
> CC(=O)c1cc(CN2CCC(C(=O)Nc3ccc(-n4nc(C)cc4C)cc3)CC2)cs1
    2	-5	-3	11	0	3	1	2	-2	-5	-22
> COCCn1c(-c2ccccc2)nc(=S)c2c1CC(C)(C)OC2
    -8	-14	13	15	-13	-18	6	-32	x	5	-7
> COc1ccc(N(CC(=O)NC2CCCC2)C(=O)Cn2nnc(-c3ccc(C)cc3)n2)cc1OC
    -10	1	6	-2	-3	-1	-1	-18	-7	7	3
> CNc1ccccc1C(=O)OCC(=O)Nc1ccc2c(c1)OCO2
    4	-44	-1	-10	-22	-5	-26	-7	x	-3	-25
> CCN1CCN(C(=O)/C=C/c2cccc(Cl)c2)CC1
    2	-7	-8	-8	7	-6	-5	-16	-2	-5	-25
> CC(=O)c1ccccc1NS(=O)(=O)c1cccc2nsnc12
    -11	-8	-19	2	-7	-24	16	8	-2	-3	-11
> CCOc1ccc(N(C(C)C(=O)N2CCCC2)S(C)(=O)=O)cc1 (centres undefined)
    2	4	-24	5	-4	10	-5	12	-2	-13	8
> CC(=O)Nc1ccc(NC(=O)c2ccc(-c3ccnn3C)c3ccoc23)cc1
    -1	-1	-10	x	-1	7	9	53*	-5	x	-1
> O=C(NCCCCNC(=O)c1ccccn1)c1ccccn1
    -9	12	18	-7	-2	6	3	-2	-6	13	-4
> COc1ccc2[nH]c(C(=O)N/N=C/c3ccc(OC)c(O)c3)cc2c1
    6	-17	1	-1	24	-20	9	-47	-7	-12	1
> COc1ccc(-c2cn[nH]c2-c2ccc(OCc3ccccc3)cc2O)cc1OC
    -24	35	10	12	13	16	14	9	-4	-5	4
> COc1ccc(OC)c(C(=O)COC(=O)C(CCSC)NC(=O)COc2ccccc2)c1 (centres undefined)
    6	-8	10	2	2	-8	1	17	-10	-7	-3
> O=C(NCc1cccnc1)C1CCCN(S(=O)(=O)c2cccc3nsnc23)C1 (centres undefined)
    -6	8	16	6	-14	1	-19	-1	1	5	-4
> c1ccc(-c2cc(N3CCOCC3)nc(-c3ccccc3)n2)cc1
    -11	-17	6	-3	-2	-7	18	8	-4	8	5
> Cc1ccc(OC(=O)c2c(C)nn(-c3ccccc3)c2C)cc1
    5	-66	-38	-27	17	-16	-122	-48	-1	-4	-92
> O=C(C(=O)N1CCN(C(=O)c2ccco2)CC1)c1cc2ccccc2o1
    7	x	x	x	-1	-15	9	-14	x	x	x
> CCCCC(=O)NC(=S)Nc1ccccc1N1CCCCC1
    5	7	10	2	-1	8	-13	-3	4	-11	-2
> O=C(CCl)N(c1ccccc1)C1CCCCC1
    -5	6	40	-18	95*	25	43	47	-3	-15	14
> CCCC(=O)Nc1cc(-c2nn(C)c(=O)c3ccccc23)ccc1OC
    -32	-26	13	-5	-7	-40	32	-39	8	6	16
> Cn1cc(CN2CCCC(C(=O)Nc3ccc(-c4cccc(F)c4)cc3)C2)cn1 (centres undefined)
    13	-33	14	-10	2	-10	-1	4	13	11	-12
